# A350 autofl = A350 region autofluorescence. Compound autofluorescence, 340/450 nm, Alexa 350 dye-equivalents; hits give high values. max dye-equivalent concentration, M. 59,000 tested, 11% active; in the data active = max dye-equivalent concentration above about 10 nM; inconclusive = mostly about 1.1 nM to 9.6 nM
# TexasRed autofl = compounds fluorescent in Texas Red spectral region; 59,000 tested, 0.06% active; Compound fluorescence, Texas Red channel, 547/618 nm; hits give high values; max dye-equivalent concentration, M; in the data active = max dye-equivalent concentration above about 10 nM; inconclusive = between about 1.1 nM and that limit
#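 Fluorescence at ex 547/em 618 nm, normalized against an on-plate Texas Red standard series to give dye-equivalent concentration per compound concentration. Buffer 100 mM Tris, pH 8.0; 15 min RT incubation before CCD imaging.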
# Rhodamine autofl = compound fluoresces in the rhodamine spectral region; max dye-equivalent concentration, M; Rhodamine-region fluorescence, 547/598 nm, Tris buffer; hits give high values; 59,000 tested, 0.05% active; in the data active = max dye-equivalent concentration above about 11 nM; inconclusive = between about 1.1 nM and that limit
#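 A six-point rhodamine series on each plate calibrates the signal. Compounds sit in 100 mM Tris (pH 8.0) for 15 min at ambient temperature before imaging through 547 nm/598 nm filters.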
# Caspase-7 inhib = blocks human caspase-7 allosterically or competitively; recombinant caspase-7, Ac-DEVD-AFC fluorescence rate; 75,000 tested, 0.02% active; Potency, µM (top dose mostly 57.5 µM), for the others: at the highest dose activity change, negative = inhibition, usual class: inhibitors; P55210; active = well fitted inhibition curve with a large enough effect in the main read-out, with a control signal flat, not every such curve was filed as active; inconclusive = small, poorly fitted or top-dose-only effect, or a change in a side signal; also: potency is read from the fitted curve at half-maximal effect; % of control where 0% means no effect
# Fluorescein fluor = fluorescein region autofluorescence. max fluorescein-equivalent concentration, M. Compound autofluorescence, 480/540 nm, fluorescein-equivalent; hits give high values. 59,000 tested, 0.91% active; in the data active = max fluorescein-equivalent concentration above about 10 nM; inconclusive = between about 1.1 nM and that limit
#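 First, buffer (100 mM Tris, pH 8.0) dispensed; second, compounds and fluorescein standards pinned in; third, 15 min room-temperature incubation; finally, imaging at ex 480 nm/em 540 nm. Fluorescence normalized against the six-point fluorescein curve.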
# 4MU fluor = compound fluoresces in the 4-MU spectral region. max dye-equivalent concentration, M. compound autofluorescence, 340/450 nm, 4-MU equivalents; hits give high values. AID 589. 59,000 tested, 11% active; in the data active = max dye-equivalent concentration above about 10 nM; inconclusive = mostly about 1.1 nM to 9.6 nM
#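 Compounds in 100 mM Tris, pH 8.0, sat 15 min at room temperature before fluorescence was read at 340 nm excitation/450 nm emission; a per-plate six-point 4-MU standard curve converted signals to dye-equivalent concentration at each compound concentration.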
# HEK293 cAMP ctrl = counter-screen for TSHR agonists: cAMP increase in parental HEK293 | parental HEK293 CNG cAMP sensor, membrane potential fluorescence | Potency, µM (highest dose often 57.1 µM), inactives show at the top dose activation, hits mostly activators | 73,000 tested, 2.5% active; also: potency is read from the fitted curve at half-maximal effect; % of control where 0% means no effect; nearly all actives have a fitted effect of over 55% in size
#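 Parental HEK 293 cells stably expressing a cAMP-gated CNG channel were loaded with membrane potential dye containing 100 uM RO 20-1724 for 60 min. Compound added for 30 min; depolarization read as fluorescence intensity at 590 nm.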
# BRCT inh green = inhibitors of human BRCA1 BRCT-phosphoprotein interaction (green fluorophore); P38398; 75,000 tested, 0.05% active; Potency, µM (doses to about 76.9 µM), inactives show top-dose activity change, negative = inhibition, most hits filed as inhibitors; BRCA1 BRCT-phosphopeptide binding, green fluorescence polarization;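 also: potency is read from the fitted curve at half-maximal effect; plate controls were peptide without protein for full effect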
#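 Fluorescence polarization: His-tagged BRCT (~35 kDa BRCA1 C-terminus, 250 nM) bound to 100 nM fluorescein-labeled phosphorylated 10-aa BACH1 peptide, pH 7.3 phosphate buffer with DTT and Tween 20. Compounds incubated 12 min at room temperature; inhibition read as lowered polarization.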
# Caspase-1 inhib = blocks human caspase-1 allosterically or competitively | P29466 | Caspase-1 enzyme, Ac-WEHD-AFC fluorogenic rate | Potency, µM (doses to about 57.5 µM), without a hit: at the highest dose activity change, negative = inhibition, usual class: inhibitors | 75,000 tested, 0.03% active;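 also: potency is read from the fitted curve at half-maximal effect; plate controls were vehicle for no effect and no substrate for full effect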
# BRCT inh red = disrupts BRCA1 BRCT binding to phosphoprotein, red fluorophore readout | P38398 | BRCT-phosphopeptide binding, red fluorescence polarization | Potency, µM (series often up to 76.9 µM), without a hit: at the top dose activity change, negative = inhibition, most hits filed as inhibitors | 75,000 tested, 0.03% active; also: % is scaled to controls: 0 for no effect and ±100 for the full control effect
#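 Fluorescence polarization: 100 nM His-tagged BRCA1 BRCT with 100 nM TAMRA-labelled phospho-BACH1 decapeptide, phosphate buffer pH 7.3 with 150 mM NaCl, DTT, 0.01% Tween 20; 12 min RT. Binding inhibition seen as FP decrease.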
# USP2a inh = USP2a (human) protease inhibition; 60,000 tested, 0.1% active; Potency, µM (top dose mostly 38.3 µM), for inactives: top-dose activity change, negative = inhibition, usual class: inhibitors; USP2a enzymatic assay, qHTS inhibition; AID 927;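 also: potency is read from the fitted curve at half-maximal effect; nearly all actives have a fitted effect of over 60% in size; plate controls were DMSO for no effect and NEM full inhibition control for full effect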
#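 Coupled readout: USP2-cleaved Ub-PLA2 (20nM final) turns over NBD C6-HPC (20uM final), Ex 460nm/Em 535nm after 2.5 h, time-zero read flagging artifacts. Enzyme (20nM final, pH 8.0 Tris) given 30 min RT with compound first; NEM defines full inhibition.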
# * = called active by the depositor; i = inactive; u = inconclusive; x = no result given; [ ] = another dose, or the depositor's remark. Unless noted, calls follow the shape of the dose curve; as a rule, active = well fitted curve in the direction sought with a large enough effect; inconclusive = small, poorly fitted or top-dose-only effect, or another doubt; inactive = no such curve, though single readings can be large; an effect the other way counts as inactive or inconclusive.
# Each structure is followed by: A350 autofl	TexasRed autofl	Rhodamine autofl	Caspase-7 inhib	Fluorescein fluor	4MU fluor	HEK293 cAMP ctrl	BRCT inh green	Caspase-1 inhib	BRCT inh red	USP2a inh
N#Cc1ccc(C23CC4CC(CC(C4)C2)C3)[nH]c1=O
  1.1e-08M*	i	i	0%	i	u	7%	-2.4%	3%	0.8%	1%
O=C(CSc1nc2ccccc2[nH]1)N1CCCCC1
  u	i	i	0%	i	i	3%	-0.8%	-6%	-0.3%	5%
COc1ccccc1-c1nnc(NC(=O)c2ccc(S(=O)(=O)N(C)Cc3ccccc3)cc2)o1
  i	i	i	-13%	i	i	-2%	2.7%	-5%	0.4%	10%
CCOC(=O)CNC(=O)C1CCCN(c2ncccn2)C1 (stereo unspecified)
  i	i	i	-1%	i	i	u	-2.3%	1%	-3.9%	-7%
CC1CCN(c2ccc(C(=O)O)cc2N)CC1
  i	u	i	-2%	i	i	-3%	-0.4%	0%	-1.0%	19%
Clc1ccc(C2CC(c3cccs3)n3ncnc3N2)c(Cl)c1 (stereo unspecified)
  x	x	x	-2%	x	x	26%	-1.0%	-4%	-1.1%	x
CCCn1c(NCc2cccs2)nc2ccccc21
  x	x	x	0%	x	x	13%	-0.3%	0%	0.9%	-5%
COc1ccc(-c2cc(C(F)F)n3ncc(C(=O)N4CCSCC4)c3n2)cc1
  1.5e-07M*	i	i	-24%	i	1.4e-07M*	u	0.9%	u	-1.4%	15%
O=C(Nc1nccs1)C1CCCN1S(=O)(=O)c1cccc2cccnc12 (stereo unspecified)
  x	x	x	-2%	x	x	0%	-2.0%	-3%	-2.2%	x
Cc1ccc(CNc2nc3c([nH]2)c(=O)n(C)c(=O)n3C)cc1
  i	u	i	-2%	u	i	4%	-1.4%	3%	-0.5%	2%
CCCCCCSC1=C(C#N)C(c2ccc(C)o2)CC(=O)N1 (stereo unspecified)
  i	i	i	-4%	u	i	23%	-1.0%	-3%	-0.1%	u
O=C(CSc1nnc(-c2ccccc2)o1)c1nnc(-c2ccccc2)o1
  i	i	i	-22%	u	i	11%	10%	-11%	-0.2%	23%
O=C(Cn1nnc(-c2ccncc2)n1)NCCc1ccccc1
  i	i	i	-1%	u	i	-4%	-4.2%	2%	-0.6%	38%[activator]
CCOC(=O)N1CCN(c2cc(=O)n(-c3ccc(OC)cc3)c(=O)[nH]2)CC1
  i	i	i	1%	i	i	16%	-1.6%	2%	-0.5%	-4%
CCC/C=C(\CCC)C(NC(=O)c1cccs1)c1ccc(C(=O)OC)cc1 (stereo unspecified)
  x	x	x	-2%	x	x	13µM*	-6.3%	2%	0.5%	x
CN(C)c1ccc(C(c2nnnn2CCOC(=O)Nc2ccc(Cl)cc2)N2CCOCC2)cc1 (stereo unspecified)
  i	i	i	-12%	i	i	25%	-0.9%	-12%	0.3%	37%[activator]
CCOC(=O)[C@H](CCc1ccccc1)N[C@@H](C)C(=O)N1[C@H](C(=O)O)C[C@H]2CCCC[C@@H]21
  x	x	x	0%	x	x	x	-2.1%[3.08 µM]	3%	0.4%	53%[activator]
CCCn1c(SCC(=O)N2CCCC2)nc2c1c(=O)n(C)c(=O)n2C
  i	i	i	0%	i	i	1%	-1.4%	-3%	1.3%	3%
COc1ccc2[nH]c3c(N4CCN(Cc5ccc6c(c5)OCO6)CC4)ncnc3c2c1
  4.1e-08M*	i	i	x	u	3.4e-08M*	x	x	x	x	x
CCSc1nnc(NC(=O)c2csc(C)c2)s1
  i	i	i	-1%	i	i	1%	-3.3%	-1%	-1.0%	4%
CCCOC(=O)c1ccc(-n2nnnc2SCC(=O)N2CCCCC2)cc1
  x	x	x	-1%	x	x	u	2.7%	-2%	0.3%	0%
CCOC(=O)c1ccc(S(=O)(=O)N2CCN(CCC#N)CC2)cc1
  x	x	x	-1%	x	x	12%	-1.1%	-2%	0.0%	x
COc1ccc(C2CCCN2C(=O)c2cccs2)cc1 (stereo unspecified)
  i	i	i	1%	u	i	24%	0.2%	2%	0.6%	4%
Nc1cc(-c2ccc(Br)cc2)[nH]n1
  x	x	x	-3%	x	x	-3%	-1.9%	0%	-2.3%	24%
CCOC(=O)c1cccc(NC(=O)CSc2nnc(CNc3ccc(C)cc3)n2CC)c1
  i	u	i	1%	u	i	u	-3.0%	1%	-3.4%	139%[activator]
COc1cccc(C(=O)N2CCN(Cc3cccc(F)c3)CC2)c1
  i	i	i	1%	i	i	-15%	-2.6%	1%	-1.0%	-4%
C=CCOC(=O)C(C#N)c1nc2ccccc2nc1N1CCCC1 (stereo unspecified)
  4.1e-08M*	u	i	-17%	u	3.8e-08M*	17%	-0.7%	-14%	0.0%	8%
Cc1ccccc1-c1nc(CS(=O)(=O)CC(=O)N2CCc3ccccc3C2)c(C)o1
  x	x	x	-6%	x	x	29%	0.3%	-3%	-3.7%	x
O=C(NCc1ccc2c(c1)OCO2)C1CCCN(S(=O)(=O)c2cccs2)C1 (stereo unspecified)
  x	x	x	-1%	x	x	16%	-2.4%	-1%	0.4%	x
O=C(Nc1ccccc1)N1CC2(CCN(C(=O)c3cnccn3)CC2)C1
  i	i	i	-4%	u	i	4%	-2.0%	0%	-1.3%	7%

# (more compounds)
# Each structure is followed by: A350 autofl	TexasRed autofl	Rhodamine autofl	Caspase-7 inhib	Fluorescein fluor	4MU fluor	HEK293 cAMP ctrl	BRCT inh green	Caspase-1 inhib	BRCT inh red	USP2a inh
Cc1nnc(NCCN2CCOCC2)[nH]c1=O
  i	i	i	0%	i	i	3%	-0.6%	-2%	1.0%	-8%
O=C(CSc1ccc2nnc(-c3cccnc3)n2n1)NCC1CCCO1 (stereo unspecified)
  x	x	x	1%	x	x	-4%	0.8%	1%	0.9%	x
Cc1cc(C)nc(N2CCCC(C(=O)NC(C)CCc3ccco3)C2)n1 (stereo unspecified)
  i	i	i	-1%	i	i	14%	0.4%	-1%	-0.3%	-14%
Cc1cc(C)c(S(=O)(=O)N(C)CC(=O)N2CCCCC2)c(C)c1
  i	i	i	1%	i	i	4%	-0.6%	-1%	-0.7%	2%
COc1ccccc1N(CN1CCCC1=O)C(=O)c1c(F)cccc1F
  i	i	i	-1%	u	i	3%	-2.6%	0%	0.6%	-17%
C=CCNc1ncnc2c1[nH]c1ccccc12
  2.9e-08M*	i	i	6%	i	2.6e-08M*	20%	-4.0%	-2%	-0.4%	-1%
O=C(Cn1cnc2c(nnn2Cc2ccccc2)c1=O)N1CCN(c2ccccc2)CC1
  x	x	x	1%	x	x	-3%	-0.4%	-2%	0.3%	x
CC(=O)N1C(=O)N(C)C2C1N(C(C)=O)C(=O)N2C (stereo unspecified)
  i	i	i	-1%	u	i	-3%	-1.0%	-1%	-1.6%	-4%
COc1ccccc1NC(=O)CN1CCN(CC(=O)Nc2ccc3c(c2)OCCO3)CC1
  i	i	i	0%	i	i	12%	-1.9%	2%	-0.4%	17%
COc1cc(S(=O)(=O)N2CCN(c3ccccc3F)CC2)ccc1Cl
  i	i	i	-2%	u	i	13%	-3.1%	-2%	-5.2%	4%
C=C(C)c1nc(N)nc(N)n1
  i	i	i	3%	i	i	9%	-0.3%	-3%	-0.5%	6%
COc1ccc(S(=O)(=O)CCC(=O)O)cc1
  i	i	i	-2%	i	i	12%	-2.7%	2%	-0.7%	-4%
COC(=O)CCn1nnc(-c2cccs2)n1
  i	i	i	-3%	i	i	5%	-1.0%	0%	-2.1%	8%
O=C(CSc1nnc(CCCO)n1-c1ccccc1)NCCc1ccccc1
  u	i	i	-1%	i	u	-3%	-0.4%	-1%	-2.3%	1%
O=S(=O)(NC1CCCC1)c1ccc(S(=O)(=O)N2CCCN(Cc3ccccc3)C2)cc1
  i	i	i	-3%	i	i	26%	-0.5%	-4%	0.0%	3%
CCCCn1c(SCc2cc(=O)[nH]c3ccccc23)nc2c1c(=O)n(C)c(=O)n2C
  i	i	i	0%	i	i	4%	-2.0%	0%	-1.9%	x
CC(=O)Nc1ccc(Nc2ncnc3c2cnn3-c2ccccc2)cc1
  x	x	x	0%	x	x	8%	-1.2%	-2%	-1.2%	x
Cc1cc2oc(=O)cc(Cn3ccnc3)c2cc1C
  u	i	i	0%	i	u	4%	-0.1%	2%	0.5%	1%
COc1ccc2[nH]c(=O)c(C(c3nnnn3C(C)(C)C)N(Cc3ccco3)CC3CCCO3)cc2c1 (stereo unspecified)
  4.1e-08M*	i	i	-1%	i	4.9e-08M*	16µM*	-4.4%	-2%	-1.0%	24%
Cc1c(-c2nc(N)nc(Nc3ccccc3)n2)oc2ccccc12
  i	i	i	-6%	u	i	8%	-1.0%	-4%	0.1%	33%[activator]

# Single entries from the list.
# `Cc1nnc(NCCN2CCOCC2)[nH]c1=O` in Caspase-1 inhib is listed with -2%
# `COc1ccc2[nH]c(=O)c(C(c3nnnn3C(C)(C)C)N(Cc3ccco3)CC3CCCO3)cc2c1` (stereo unspecified) in HEK293 cAMP ctrl is listed with 16µM*

# A portion of the library (hit frequency here may not be typical).
